BL2 CD40 inh = inhibitors of CD40-induced NF-kB signaling, primary screen, BL2 cells, luciferase reporter, single point. inhibition, % at 10 µM. hit rate 0.94% among 83,000. CD40L-induced, 4 h. AID 1053188, 2014;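 active means mean inhibition of at least 50% with a set share of replicates also reaching that level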;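 further: 0% = neutral control wells and 100% = IKK inhibitor VII at 50 µM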
Active calls of the source: *; & = joins results of further samples; [ ] = another dose, or the depositor's remark. An excerpt (hit frequency here may not be typical).

SMILES	BL2 CD40 inh
COc1ccc(NS(=O)(=O)c2ccc(Cl)c(C(=O)O)c2)cc1S(=O)(=O)N1CCCCC1	9.7
CN1C(=O)c2cc(NC(=O)C3CCOCC3)ccc2OC[C@H]2O[C@H](CC(=O)NCCc3ccncc3)CC[C@H]21	4.7[25 µM]
Cc1ccc(OCC(=O)NN=C2C3CC4CC(C3)CC2C4)cc1	5.3
COCCNS(=O)(=O)c1cc(Br)ccc1OC	3.3
O=C(Cc1coc2ccc3ccccc3c12)Nc1nccs1	9.1
O=C(COC(=O)C1CC(=O)N(Cc2ccccc2)C1)Nc1ccccc1F (stereo unspecified)	1.2
COc1ccc(C(=O)NCc2ccc3c(c2)cc(C)n3C)cc1OC	2.0
CCOC(=O)Cn1nc(C)c([N+](=O)[O-])c1C	6.0
CC1CC(C)CN(C(=O)/C=C/c2ccc(S(=O)(=O)N3CCOCC3)cc2)C1 (stereo unspecified)	0.6
COc1ccccc1OCC(=O)Nc1ccc(N2CCOCC2)cc1N1CCOCC1	-1.0
O=C(CCc1nc(-c2ccc(Cl)cc2)no1)NCc1ccccc1CN1CCOCC1	-3.9
O=P(NCc1ccccc1)(OCc1ccccc1)OCc1ccccc1	1.0
Cc1cccc(CN2CCN(C(=O)CN(C)C(C)C(=O)Nc3ccc(C(N)=O)cc3)CC2)c1 (stereo unspecified)	-1.2
CCCCCN(C(=O)CCC(=O)OCc1cccc(C)c1)c1c(N)n(CCCC)c(=O)[nH]c1=O	28.2
COc1ccc(CNC(=O)CCN2C(=O)c3ccncc3C2=O)cc1OC	-1.3
COc1ccc(/C=N/NC(=O)C(C)n2cnc3ccccc3c2=O)cc1 (stereo unspecified)	6.3
Cc1ccnc(NC(=O)c2ccc(S(=O)(=O)N3CCCCCC3)cc2)c1	-34.4
O=C(C[C@H]1C[C@H]2c3cc(NC(=O)Nc4ccccc4F)ccc3O[C@H]2[C@@H](CO)O1)NCc1ccccn1	-12.3[25 µM]
CC(=O)Nc1nonc1NC(C)=O	29.3
CN1C(=O)c2cc(NC(=O)C3CC3)ccc2OC[C@@H]2O[C@@H](CC(=O)NCCc3ccncc3)CC[C@H]21	5.7
CN(C)c1ccc(C(=O)C=Cc2ccc([N+](=O)[O-])cc2)cc1	-8.3
CCSc1nc(CC)c2c(c1C#N)CCCC2	-10.3
CCc1c(C(=O)N/N=C/c2cccs2)nnn1-c1nonc1N	-77.9
Cn1c(=O)oc2cc(S(=O)(=O)NCCN3CCN(c4ccccc4)CC3)ccc21	-1.4
C/C=C/c1cnc2c(c1)C(=O)N([C@@H](C)CO)C[C@H](C)[C@@H](CN(C)C(=O)C1CCOCC1)O2	-7.0[25 µM]
Going on with the list.
SMILES	BL2 CD40 inh
CCOC(=O)CC1(NC(=O)C2CCC(=O)N(CCc3ccccc3)C2)CCCCC1 (stereo unspecified)	-25.3
COc1ccc(S(=O)(=O)N2CCN(Cc3c[nH]c4ccccc34)CC2)cc1	0.7
O=C(CC(CC(=O)c1ccccc1)C(=O)O)c1ccccc1	-5.7
CCN(c1ccccc1)S(=O)(=O)c1cccc(C(=O)NCC2(N(C)C)CCCCC2)c1	5.3
C/C=C/c1ccc2c(c1)[C@H]1[C@H](CCN1C(=O)c1ccc3c(c1)OCO3)[C@H](CO)N2	0.0[25 µM]
C/C=C/c1ccc2c(c1)O[C@H](CN(C)C(=O)Nc1ccc(OC)cc1)[C@H](C)CN([C@@H](C)CO)S2(=O)=O	-12.5[25 µM]
Cn1c(=O)n(C)c2cc(C(=O)c3ccccc3)ccc21	-9.5
Cc1cnc(C(=O)N2CCCC(C(=O)c3ccc(Cl)cc3C)C2)cn1 (stereo unspecified)	11.9
Cc1ccc(S(=O)(=O)N2CCN(C(=O)Cn3c(=O)oc4ccccc43)CC2)c(C)c1	-1.6
O=C(C1CCCC1)N1CC[C@@H]2[C@H]1c1cc(C3=CCCCC3)ccc1N[C@@H]2CO	-39.8
Cc1cc(C)nc(Sc2c(C)n[nH]c2C)n1	10.7
COc1ccc(-n2c(C)cc(C(=O)CN3CCC(C)CC3)c2C)cc1	-14.5
Oc1ccccc1Nc1nc(NCC2CCCO2)c2ccccc2n1 (stereo unspecified)	34.2
COc1cccc(CNC(=O)c2cccnc2Sc2ccccc2)c1	-16.4
O=C(NC1CCCc2c1cnn2-c1ccc(F)cc1F)c1ccccn1 (stereo unspecified)	5.1
COc1ccc(N(CC(=O)O)S(=O)(=O)c2ccccc2[N+](=O)[O-])c(OC)c1	5.2
CCOC(=O)c1nn(-c2ccccc2C)c(=O)cc1OCC(=O)N1CCN(c2ccccc2)CC1	8.1
Cc1occc1C(=O)Nc1ccccc1NC(=O)c1ccoc1C	14.3
Cc1csc(=O)n1CCC(=O)N(C)Cc1c(F)cccc1Cl	3.6
C[C@H]1CN([C@@H](C)CO)C(=O)c2cc(N(C)C)ccc2O[C@H]1CN(C)C(=O)Nc1cccc2ccccc12	-6.7[25 µM]
O=C(Cn1ccc(C(F)(F)F)n1)Nc1cccc(S(=O)(=O)N2CCCCC2)c1	4.8
CN(C)C(=O)c1cc2c(c(-c3cccc(C4=CCCC4)c3)n1)[C@@H](CCO)N([S@](=O)C(C)(C)C)C2	-1.0
O=C(N/N=C/c1ccccc1F)c1ccccc1OCc1ccccc1	-38.3
O=C(NNC(=O)C1CC1c1ccccc1)c1ccccc1F (stereo unspecified)	-5.4
CNC(=O)CN(c1cccc2ccccc12)S(C)(=O)=O	5.3
New compounds follow:
SMILES	BL2 CD40 inh
Cc1cccn2c(=O)nc(SCC(=O)N3CCN(c4ccccc4)CC3)nc12	3.1
COc1cccc(NC(=O)Cc2csc(NC(=O)Nc3ccccc3OC)n2)c1	1.5
CC(C)N1CCN(C2CSCCSC2)CC1CCO (stereo unspecified)	0.8
CNC(=O)C[C@@H]1CC[C@H]2[C@@H](COC[C@@H](O)CN2Cc2ccccc2F)O1	-0.6[25 µM]
O=C(C1CCCC1)N1CC2(C1)[C@H](c1ccccc1)[C@@H](CO)N2Cc1ccc(Cl)cc1	27.1[25 µM]
Cc1ccc(Nc2nnc(SCC(O)=C(C#N)c3nc4ccccc4[nH]3)s2)c(C)c1	-9.3
O=c1[nH]c2ccc([N+](=O)[O-])cc2[nH]1	0.0
COc1ccc(Br)cc1C(=O)Nc1ccc(C(=O)NCC(C)C)cc1	2.8
Cc1ccc(-c2sc(-c3ccccc3)nc2CC(=O)Nc2ccccc2F)cc1	7.3
CCCCCC(=O)Nc1cccc2ccccc12	-12.6
COc1cc(CN2C[C@@H]3N[C@H](C2)C3c2ccc(/C=C/c3ccccc3)cc2)cc(OC)c1 (stereo partly specified)	30.3&-3.3[25 µM]
OCCC1CN(Cc2cccc3nonc23)CCN1Cc1ccsc1 (stereo unspecified)	4.9
CSc1nnc(CNC(=O)c2ccccc2)n1-c1ccc(F)cc1	13.0
C[C@@H]1CN([C@H](C)CO)C(=O)c2cc(NC(=O)C3CCCCC3)ccc2O[C@@H]1CN(C)Cc1ccc2c(c1)OCO2	-0.6[25 µM]
Cc1noc(NS(=O)(=O)c2ccc(NC(=O)c3ccc(Cl)c(S(=O)(=O)N(C)c4ccccc4)c3)cc2)c1C	8.2
O=S(=O)(NCC1OCCc2ccccc21)c1ccccc1 (stereo unspecified)	9.6
Cc1ccc2nc(SCC(=O)c3ccccc3)nc(=O)n2c1	-8.1
CC(C)OC(=O)N(C)C[C@H]1OCc2ccccc2-c2c(n(C)c3ccccc23)C(=O)N([C@H](C)CO)C[C@H]1C	9.0
CC(=O)Nc1sc(C)c(C)c1C(=O)OC(C)C	7.8
COc1ccccc1CN(C)C[C@@H]1OCc2ccccc2-c2c(n(C)c3ccccc23)C(=O)N([C@@H](C)CO)C[C@@H]1C	-7.9[25 µM]
COc1ccc(CNC(=O)N[C@@H](CC(C)C)C(=O)O)cc1OC	6.9
CN1C(=O)c2cc(NS(=O)(=O)c3cccc(F)c3)ccc2OC[C@H]2O[C@H](CC(=O)NCCN3CCCCC3)CC[C@H]21	-2.2[25 µM]
Cc1csc2nc(CNC(=O)c3ccco3)cn12	-67.9
CCN(C(=O)CSc1nccc(=O)[nH]1)c1cccc2ccccc12	3.4
COC(=O)c1cnn(C(=O)c2ccccc2Br)c1N	2.7
(more compounds)
SMILES	BL2 CD40 inh
Cc1noc(C)c1S(=O)(=O)N(C)C[C@H]1OCCCC[C@@H](C)Oc2ccc(NS(=O)(=O)c3cn(C)cn3)cc2C(=O)N([C@@H](C)CO)C[C@@H]1C	-1.5[25 µM]
CC1CC(C)CN(CCCNC(=O)c2ccc3c(c2)NC(=O)CS3)C1 (stereo unspecified)	2.0
Cc1ccc(C(=O)N/N=C\C=C\c2ccc(Br)cc2)cn1	1.8
CN(C)c1cccc(C(=O)OCC(=O)NC(=O)NCc2ccccc2)c1	-0.9
COc1ccccc1OCC(=O)N(Cc1nnc(-c2ccccc2Cl)o1)C1CC1	1.6
Cc1ccc(S(=O)(=O)N2CCN(C(=O)COC(=O)COc3cccc(C(F)(F)F)c3)CC2)c(C)c1	7.0
COc1ccc(S(=O)(=O)N2CC[C@H]3[C@@H](CO)N(C)c4ccc(-c5ccc(F)cc5)cc4[C@H]32)cc1	-6.4
O=C(C[C@H]1C[C@@H]2c3cc(NC(=O)NC4CCCCC4)ccc3O[C@@H]2[C@H](CO)O1)NC1CCCCC1	22.7
O=C(c1ccc(F)cc1)N1C[C@@H]2[C@H](c3ccccc31)[C@@H](CO)N2C(=O)c1ccccc1	-23.0
COc1cc(C(=O)NNC(=O)c2ccccc2Br)ccc1OCC(=O)N1CCOCC1	6.2
O=C(C[C@H]1C[C@@H]2c3cc(NC(=O)C4CCC4)ccc3O[C@@H]2[C@@H](CO)O1)NCc1ccccn1	2.9[25 µM]
COC(=O)c1ccc(COC(=O)C2CCN(S(=O)(=O)c3c(Cl)cccc3Cl)CC2)o1	2.9
CCc1noc(C)c1C(=O)Oc1ccc(N(C)S(=O)(=O)c2ccc(C)c(C)c2)cc1	5.0
COc1ccccc1S(=O)(=O)N1CCN(S(=O)(=O)c2cccs2)CC1	-3.2
N#Cc1ccc(-c2ccc([C@@H]3[C@@H](CO)N4C(=O)CNC[C@@H]34)cc2)cc1	-3.6[25 µM]
CCOC(=O)c1nnn2c1nc(N1CCN(C)CC1)c1ccccc12	5.4
CO[C@H]1CN(C)C(=O)c2ccc(NC(=O)C3CCCC3)cc2OC[C@H](C)N(CC2CC2)C[C@@H]1C	2.4
CCOC(=O)/C=C1/SCC(=O)N1CC(=O)Nc1cccc(F)c1	-2.1
CN(C)CC(=O)Nc1ccc2c(c1)[C@H]1C[C@@H](CC(=O)NCc3cccc(F)c3)O[C@H](CO)[C@H]1O2	-8.1[25 µM]
NS(=O)(=O)c1ccc(NC(=O)COC(=O)c2ncc(Cl)c(Cl)c2Cl)cc1	-1.6
O=C(OCc1cc(-c2ccccc2)no1)c1ccc2ccccc2n1	6.1
NS(=O)(=O)c1ccc(NC(=O)CSc2nnc(NC3CC3)s2)cc1	0.8
O=C(NC[C@H]1[C@@H](c2ccccc2)[C@@H](CO)N1CC1CCCC1)c1ccncc1	6.2[25 µM]
COc1ccc(OC)c(S(=O)(=O)N(C)CC(=O)N2CCCCC2)c1	7.5
O=C(COc1ccccc1C(=O)Nc1ccccc1)NCCc1ccccc1	2.5

Gathered by group, those above with a thiophene ring, fused or not.
SMILES	BL2 CD40 inh
CCc1c(C(=O)N/N=C/c2cccs2)nnn1-c1nonc1N	-77.9
OCCC1CN(Cc2cccc3nonc23)CCN1Cc1ccsc1 (stereo unspecified)	4.9
CC(=O)Nc1sc(C)c(C)c1C(=O)OC(C)C	7.8
COc1ccccc1S(=O)(=O)N1CCN(S(=O)(=O)c2cccs2)CC1	-3.2

New compounds follow
SMILES	BL2 CD40 inh
Cc1ccccc1S(=O)(=O)NC(=O)C1(C)CCN1C(=O)C(C)(C)c1ccccc1 (stereo unspecified)	-1.0
FC(F)(F)c1cccc(Cc2noc(CN3CCCC(CN4CCCC4)C3)n2)c1 (stereo unspecified)	14.1
C/C=C/c1ccc([C@H]2[C@H](CO)N3CCCCN(S(=O)(=O)c4ccc(OC)cc4)C[C@@H]23)cc1	40.6[25 µM]
Cc1noc(C)c1S(=O)(=O)N1CCCC(C(=O)N2CCN(C3CCCCC3)CC2)C1 (stereo unspecified)	1.6
Cc1ccc(CN2CCC(n3nccc3NC(=O)c3ccc4c(c3)OCO4)CC2)o1	-4.7
COc1ccc2sc(N(CCN(C)C)C(=O)c3ccc4ccccc4c3)nc2c1	15.2
CN(C)CC#Cc1ccc([C@@H]2[C@@H](CO)N3CCCCN(C(=O)Nc4cc(F)ccc4F)C[C@@H]23)cc1	-14.3[25 µM]
O=C(OCC(=O)N1CCN(c2ccccc2)CC1)c1ccccc1OC(F)F	-11.1
O=C(CSc1nc2ccccc2o1)NC1CCS(=O)(=O)C1 (stereo unspecified)	3.4
COC(=O)C1CCN(C(=O)COC(=O)C2CCN(S(=O)(=O)c3ccc(C)c(C)c3)CC2)CC1	6.0
O=C1CCc2cc(S(=O)(=O)Nc3ccc(F)cc3)ccc2N1	5.0
CC(=O)N1[C@@H]2c3ccc(-c4cncnc4)c(=O)n3C[C@@H]2[C@@H](CO)[C@@H]1C(=O)NCc1ccccc1Cl	-5.4[25 µM]
Cc1ccc(-c2noc(CCC(=O)N3CCCc4ccccc43)n2)cc1	19.5
CN(c1ccccc1)S(=O)(=O)c1cc(C(=O)NCCCn2ccnc2)ccc1Cl	-10.9
CCOC(=O)Cn1nc(Cc2ccccc2)c2ccccc2c1=O	2.7
CCNC(=O)[C@@H]1[C@@H](CO)[C@@H]2Cn3c(ccc(-c4ccncc4)c3=O)[C@@H]2N1Cc1ccc2c(c1)OCO2	-5.4[25 µM]
Cc1nnc(Sc2c(N)n(C)c(=O)[nH]c2=O)s1	3.6

Filtered by structure, the entries above with a cyano group.
SMILES	BL2 CD40 inh
CCSc1nc(CC)c2c(c1C#N)CCCC2	-10.3
Cc1ccc(Nc2nnc(SCC(O)=C(C#N)c3nc4ccccc4[nH]3)s2)c(C)c1	-9.3
N#Cc1ccc(-c2ccc([C@@H]3[C@@H](CO)N4C(=O)CNC[C@@H]34)cc2)cc1	-3.6[25 µM]

Some values from the entries so far.
Result of Cc1ccccc1S(=O)(=O)NC(=O)C1(C)CCN1C(=O)C(C)(C)c1ccccc1 (stereo unspecified) in BL2 CD40 inh: -1.0
Result of FC(F)(F)c1cccc(Cc2noc(CN3CCCC(CN4CCCC4)C3)n2)c1 (stereo unspecified) in BL2 CD40 inh: 14.1

Bioassay records: PubChem, Broad Institute
